Assay outcomes: PubChem BioAssay, National Center for Advancing Translational Sciences (NCATS)
BLM helicase inh = Bloom syndrome helicase (human) inhibition; 350,000 tested, 0.2% active; AID 2528; P54132; Potency, µM (doses to about 56.1 µM), without a hit: top-dose activity change, negative = inhibition, usual class: inhibitors; recombinant BLM DNA unwinding, fluorescence dequenching;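 note: potency is the fitted concentration of half-maximal effect; plate controls were vehicle for no effect and no enzyme for full effect; nearly all actives have a fitted effect of over 35% in size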
12-LOX inh = inhibitors of human 12S-lipoxygenase ALOX12; P18054; purified 12hLO, xylenol orange hydroperoxide absorbance; Potency, µM (series often up to 108 µM), inactives show top-dose activity change, negative = inhibition, hits mostly inhibitors; 580,000 tested, 1.1% active; note: potency is the fitted concentration of half-maximal effect; % is set by controls: 0 for no effect and ±100 for the full control effect
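Hydroperoxide product was detected by ferrous iron/xylenol orange as the 573 to 405 nm absorbance ratio. Arachidonic acid at 40 uM (final) was turned over for 30 min at room temperature by 150 nM human 12hLO, pH 7.0 Hepes buffer, after 15 min compound preincubation.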
Pol kappa inh = blocks human DNA polymerase kappa activity; Q9UBT6; purified Pol kappa, fluorescent DNA synthesis assay, 10 min; Potency, µM (titrated, usually from 107 µM), inactives show top-dose activity, negative = inhibition, hits mostly inhibitors; 400,000 tested, 0.53% active; AID 588579; note: potency is the fitted concentration of half-maximal effect; % is set by controls: 0 for no effect and ±100 for the full control effect
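Kinetic fluorescence screen: compound preincubated 15 min RT with 10 nM enzyme; 50 nM substrate (final) initiates; reads at 0/10 min.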
Pol beta inh = blocks human DNA polymerase beta activity | Potency, µM (titrated, usually from 114 µM), without a hit: at the highest dose activity change, negative = inhibition, hits mostly inhibitors | Pol beta primer extension/strand displacement, fluorescence kinetic | 340,000 tested, 1.3% active; note: potency is the fitted concentration of half-maximal effect; % is set by controls: 0 for no effect and ±100 for the full control effect
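Values derive from four-parameter Hill fits of normalized kinetic data: reads at 0 and 10 min following addition of 50 nM substrate to 10 nM Pol beta preincubated 15 min with compound.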
ERG-DNA inh = blocks human ERG Ets domain binding to DNA; P11308; fluorescence polarization, His-ERG Ets domain / labelled DNA; Potency, µM (series often up to 76.9 µM), for the others: at the highest dose FP activity, negative = inhibition, actives largely listed as inhibitors; 370,000 tested, 0.028% active; AID 624246; active = well fitted inhibition curve with a large enough effect in the polarisation, with a control signal flat; inconclusive = small, poorly fitted or top-dose-only effect, or effect the other way, or a change in a side signal; inactive = no such curve, though single readings can be large or run the other way; the % refers to the polarisation;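 note: polarization taken with two DNA probes labelled with fluorescein and Texas red; potency is the fitted concentration of half-maximal effect; % of control where 0% means no effect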
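His-tagged ERG Ets domain (1 uM in the protein solution; 300mM KCl, 50mM Tris-HCl, 1mM EDTA, 1mM DTT, pH 7.5) received compound, then a probe mix of 5 nM fluorescein-DNA and 100nM Texas-615-DNA. Fluorescence polarization was read for both dyes.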
APE1 inh = inhibitors of human APE1 endonuclease. recombinant APE1, TAMRA/BHQ-2 abasic DNA cleavage fluorescence. Potency, µM (top dose mostly 65.8 µM), inactives show at the top dose activity change, negative = inhibition, actives largely listed as inhibitors. P27695. 350,000 tested, 0.35% active;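 note: potency is the fitted concentration of half-maximal effect; plate controls were vehicle for no effect and reference inhibitor for full effect; nearly all actives have a fitted effect of over 55% in size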
Target sequence (P27695 whole entry, looked up): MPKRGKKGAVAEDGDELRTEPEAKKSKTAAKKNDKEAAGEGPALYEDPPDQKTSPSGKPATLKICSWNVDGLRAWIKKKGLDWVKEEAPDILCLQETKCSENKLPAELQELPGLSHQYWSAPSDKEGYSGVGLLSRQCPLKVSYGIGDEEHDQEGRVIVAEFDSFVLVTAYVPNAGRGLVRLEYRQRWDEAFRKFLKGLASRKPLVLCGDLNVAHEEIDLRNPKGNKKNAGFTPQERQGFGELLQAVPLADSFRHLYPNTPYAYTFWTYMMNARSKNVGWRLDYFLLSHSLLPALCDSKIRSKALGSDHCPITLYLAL
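Kinetic fluorescence read (525 ex/598 em nm, three reads 60 s apart) of AP-site incision; signal = third minus first read. Enzyme 0.75 nM, dual-labelled THF duplex 50 nM, compound preincubation 15 min RT.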
TRHR ag = TRH receptor (human) agonism. P34981. TRHR cells, calcium flux fluo-8, FDSS agonist mode. activation, % at 2 µM. 360,000 tested, 0.18% active; in the data active = activation above about 30%; note: 0% is about no effect
Target sequence (P34981 whole entry, looked up): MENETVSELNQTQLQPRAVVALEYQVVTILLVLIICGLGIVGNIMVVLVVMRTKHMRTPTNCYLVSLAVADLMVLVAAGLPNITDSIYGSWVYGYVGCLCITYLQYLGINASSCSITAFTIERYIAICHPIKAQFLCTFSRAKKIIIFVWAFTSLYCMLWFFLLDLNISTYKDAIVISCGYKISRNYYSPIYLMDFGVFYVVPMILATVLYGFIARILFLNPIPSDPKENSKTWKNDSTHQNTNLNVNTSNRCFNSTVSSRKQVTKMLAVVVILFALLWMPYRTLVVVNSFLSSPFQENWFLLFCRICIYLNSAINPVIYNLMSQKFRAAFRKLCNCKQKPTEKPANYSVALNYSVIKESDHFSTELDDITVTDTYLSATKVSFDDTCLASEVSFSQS
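Fluo-8-loaded TRHR cells; 10 s baseline, compound added, kinetic Ca2+ fluorescence read 1/s, agonist mode.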
POLI inh = DNA polymerase iota (human) inhibition; Q9UNA4; Pol iota fluorescent replication assay, 10 min; Potency, µM (doses to about 115 µM), without a hit: top-dose activity, negative = inhibition, most hits filed as inhibitors; 390,000 tested, 1% active; AID 588590; note: potency is the fitted concentration of half-maximal effect
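Fluorescent replication assay read twice, at 0 min and 10 min after adding 50 nM (final) substrate. Enzyme (10 nM) and compounds were first incubated 15 min at room temperature; enzyme-free buffer wells were negative controls.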
Anesthetic bind = candidate novel general anesthetic via apoferritin binding; apoferritin/1-aminoanthracene competitive binding, fluorescence; Potency, µM (series often up to 77.5 µM), inactives show top-dose activity change, negative = displacement, most hits filed as inhibitors; 350,000 tested, 0.074% active; AID 485281; note: potency is the fitted concentration of half-maximal effect; % is set by controls: 0 for no effect and ±100 for the full control effect; nearly all actives have a fitted effect of over 20% in size
Target sequence (P02791 2-175 limits assumed): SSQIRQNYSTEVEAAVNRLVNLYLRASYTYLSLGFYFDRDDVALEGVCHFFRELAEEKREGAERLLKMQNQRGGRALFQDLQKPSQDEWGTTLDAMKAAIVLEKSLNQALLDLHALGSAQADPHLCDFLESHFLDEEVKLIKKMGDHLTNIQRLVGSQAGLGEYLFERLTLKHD
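10 uM apoferritin + 50% sat. 1-AMA, PBS; cpd 10 min RT; Ex380/Em535 endpoint; normalized to free probe vs complex; 4-param Hill fit; propofol titration as pos. ctrl.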
Numbers without * were called inactive; ? = inconclusive; . = no result given; & = joins results of further samples; ! = a repeat was not active; [ ] = dose if it differs, or a comment. Unless noted, calls come from the whole dose curve; as a rule, active = well fitted curve in the direction sought with a large enough effect; inconclusive = small, poorly fitted or top-dose-only effect, or another doubt; inactive = no such curve, though single readings can be large; an effect the other way counts as inactive or inconclusive. Only part of the results is shown (hit frequency here may not be typical).

SMILES	BLM helicase inh	12-LOX inh	Pol kappa inh	Pol beta inh	ERG-DNA inh	APE1 inh	TRHR ag	POLI inh	Anesthetic bind
O=C(CS(=O)(=O)c1ccc(F)cc1)NCc1ccccc1	.	0%	-17%	.	17%	8%	-0.3	6%	.
CC(=O)NC(O)C(=O)c1ccco1 (centres undefined)	-1%	1%[57.4 µM]	-23%	1%	-1%	-2%	-0.3	-12%	-6%
O=C(N/N=C/c1c[nH]c2ccccc12)c1ccc(O)c(O)c1	-22%	.	?	45µM*	-9%	-6%	0.6	?	3%
Cc1ccc(-c2c(C)n([O-])c3c([n+]2=O)CCC3)cc1	3%	1%	-11%	-6%	0%	1%	-0.8	0%	26%
CC(C)COc1ccc(C(=O)Nc2cc(-c3ccccc3)no2)cc1	-1%	-3%	6%	9%	-3%	.	2.2	16%	4%
O=[N+]([O-])c1cccc(CN2CCN(c3ncccn3)CC2)c1	-5%	-48%	-1%	22%	7%	16%	-0.6	86%[activator]	-8%
CCN1CCC[C@H]1CNC(=O)c1c(O)c(Cl)cc(Cl)c1OC	0%&-1%&1%	?	2%[60.1 µM]	6%[57.1 µM]	7%	-2%&-5%&-4%&-5%	-0.7	-5%[58.9 µM]	4%&3%
CCOc1ccccc1OCCCC(=O)ON=C(N)c1ccccc1	.	-48%	-7%	.	-17%	41%	-0.4	10%	.
COc1cccc(CN2CCNC(=O)C2CC(=O)NC2CCCC2)c1OC (centres undefined)	-6%	-4%	-9%	22%	0%	54%[activator]	0.4	3%	-13%
COc1ccc(CCNC(=O)c2cnn3c(C(F)F)cc(C)nc23)cc1OC	-1%	18%	0%	17%	-8%	-1%	0.1	-9%	-14%

Profiles, looked up by structure. Screens in order: BLM helicase inh, 12-LOX inh, Pol kappa inh, Pol beta inh, ERG-DNA inh, APE1 inh, TRHR ag, POLI inh, Anesthetic bind
Entry for O=[N+]([O-])c1cccc(CN2CCN(c3ncccn3)CC2)c1 : -5%, -48%, -1%, 22%, 7%, 16%, -0.6, 86%[activator], -8%
Entry for CCN1CCC[C@H]1CNC(=O)c1c(O)c(Cl)cc(Cl)c1OC : 0%&-1%&1%, ?, 2%[60.1 µM], 6%[57.1 µM], 7%, -2%&-5%&-4%&-5%, -0.7, -5%[58.9 µM], 4%&3%
Entry for O=C(CS(=O)(=O)c1ccc(F)cc1)NCc1ccccc1 : ., 0%, -17%, ., 17%, 8%, -0.3, 6%, .
Entry for COc1cccc(CN2CCNC(=O)C2CC(=O)NC2CCCC2)c1OC (centres undefined) : -6%, -4%, -9%, 22%, 0%, 54%[activator], 0.4, 3%, -13%

The listing continues.
SMILES	BLM helicase inh	12-LOX inh	Pol kappa inh	Pol beta inh	ERG-DNA inh	APE1 inh	TRHR ag	POLI inh	Anesthetic bind
Cc1ccc(C(=O)Nc2ccc(S(=O)(=O)O)c3cc(S(=O)(=O)O)cc(S(=O)(=O)O)c23)cc1NC(=O)c1cccc(NC(=O)Nc2cccc(C(=O)Nc3cc(C(=O)Nc4ccc(S(=O)(=O)O)c5cc(S(=O)(=O)O)cc(S(=O)(=O)O)c45)ccc3C)c2)c1	-10%&-13%&7%	-14%[57.4 µM]	0.032µM*!	0.89µM*	.	22µM*	.	1.4µM*	-6%
CC1(C)NC(=O)N(CC(=O)OCC(=O)Nc2c(Br)cc([N+](=O)[O-])cc2Br)C1=O	.	12%	5%	.	11%	.	.	20%	.
CCCCC(=O)NC1(C(F)(F)F)C(=O)N(Cc2ccco2)C(C)=C1C(=O)OC (centres undefined)	3%	-25%	1%	1%	0%	5%	0.0	24%	-11%
Cc1ccc(N(C(=O)c2ccc(S(=O)(=O)N3CCOCC3)cc2)C2C=CS(=O)(=O)C2)cc1C (centres undefined)	-1%	8%&-14%	6%	18%	10%	-3%	-0.4	23%	-12%
CC(C)CC(=O)N/N=C/c1c(N)n(C)c(=O)n(C)c1=O	3%	228%[activator]	-11%	-14%	7%	10%	0.2	111%[activator]	6%
CC[C@H](C)[C@H](NC(=O)[C@H](CC(=O)O)NC(=O)[C@H](CC(C)C)NC(=O)[C@H](Cc1cnc[nH]1)NC(=O)[C@H](C)NC(=O)[C@H](Cc1ccccc1)NC(=O)[C@H](Cc1ccc(O)cc1)NC(=O)[C@@H](NC(=O)[C@H](C)NC(=O)[C@H](CCC(=O)O)NC(=O)[C@H](CCCCN)NC(=O)[C@H](CC(=O)O)NC(=O)[C@H](CCSC)NC(=O)[C@H](CC(C)C)NC(C)=O)C(C)C)C(=O)N[C@H](C(=O)N[C@@H](Cc1c[nH]c2ccccc12)C(=O)O)[C@@H](C)CC	-2%	.	?	.	.	-11%	.	.	-9%
COc1ccc(Cc2nc3ccccc3n2C)cc1	1%	-19%	-10%	17%	-2%	23%	-0.1	87%[activator]	0%
Cc1nn(C)c(C)c1CNC(=O)c1nn2c(c1Cl)NC(c1cccs1)CC2C(F)(F)F (centres undefined)	-2%	8%[57.4 µM]	-3%	3%	.	-7%	-0.9	25%	-3%
C(=N\Nc1nc(Nc2ccccc2)nc(Nc2ccccc2)n1)/c1cccnc1	-3%	-1%	-5%	-2%	5%	-1%	-0.5	12%	-20%
COc1ccc(C2=NN(c3ccccc3)C(c3cn(CCC(=O)O)nc3-c3ccccc3)C2)cc1 (centres undefined)	-13%	?	?	?	3%	-2%	0.1	2%	262%[activator]
CC(NCc1cccs1)C(=O)NC1CCCCC1 (centres undefined)	-4%	-15%	-10%	-3%	8%	-8%	-0.2	-13%	-8%
CCOC(=O)C1CCN(C(=O)COC(=O)c2cccc(F)c2)CC1	0%	-7%	5%	-22%	-15%	-5%	-0.4	28%	0%
Nc1nnc(-c2cccnc2)s1	-5%&-1%	0%	-8%	-20%&25%	-2%	-4%&8%	1.3&0.2	24%	-16%&0%
Cc1ccc(CNC(=O)C2CCCN(S(=O)(=O)N3CCC(C)CC3)C2)cc1 (centres undefined)	4%	-15%	1%	9%	10%	16%	1.1	6%	-9%
O=C(CNC(=O)c1cccs1)OCC(=O)c1ccccc1	2%	7%[57.4 µM]	0%	-2%	2%	16%	0.6	7%	-18%
O=C(CCc1nnc2ccc(N3CCC4(CC3)OCCO4)nn12)N1CCCCC1	0%	-20%	?	-23%	-9%	46%	0.1	21%	5%
CC(C)(C)c1ccc(/C=C/C(=O)NCCCN2CCOCC2)cc1	0%	-2%	-9%	8%	2%	0%	0.1	147%[activator]	-21%
COc1ccc(C(C#N)c2nc3ccccc3nc2Cl)cc1 (centres undefined)	-8%	-1%	-22%	30%	3%	-2%	0.1	?	-18%
Cn1nc(C(F)(F)F)c(-c2ccccc2)c1NC(=O)CCC(=O)O	-1%	6%	1%	5%	0%	7%	0.3	80%[activator]	0%
COc1cccc(C(=O)N(Cc2cccs2)C2CCS(=O)(=O)C2)c1 (centres undefined)	0%	0%	6%	16%	-6%	2%	-0.1	44%[activator]	-8%
Fc1ccc(CNC2CCN(Cc3ccccc3)CC2)cc1	-7%	-1%	-11%	-1%	15%	10%	1.3	?	-2%
CSc1nsc(SC)c1NC(=O)OC1CCCCC1	-3%	-25%[57.4 µM]	-5%	5%	0%	3%	-0.3	-9%	?
S=c1c2c(nc3nc[nH]n13)CCC2	-9%	?	-11%	2%	-4%	-12%	0.9	?	3%
O=C(Nc1ccc2c(c1)OCCO2)c1cccnc1Oc1ccccc1	-4%	0%	-3%	39%	-11%	18%	-1.2	21%	-13%
CC(NS(=O)(=O)c1ccc(Cl)cc1)C(=O)NCCC1=CCCCC1 (centres undefined)	-5%	-23%	5%	1%	5%	-4%	0.8	23%	-13%
CCCS(=O)(=O)C(=C1Nc2ccccc2N1)S(=O)(=O)CCC	3%	0%	-4%	5%	4%	7%	1.5	2%	-4%
CCCCCCC1/C(=N/O)CCC1C(=O)OC (centres undefined)	-5%	51%[activator]	-5%	-2%	-2%	2%	0.8	4%	-10%
Cc1cc(Cl)ccc1OCC(=O)Nc1ccccc1NS(=O)(=O)c1cccs1	-3%	-3%	4%	?	-4%	2%	0.5	-1%	-6%
O=C(NN=C1CCCCCCCCCCC1)c1ccncc1	0%	-6%	4%	8%	-7%	7%	0.8	26%	0%
CN(C)c1ccc(N=Nc2ccccc2Br)cc1	-7%	10%	-22%	-2%	-1%	37%	-0.2	?	-15%
CC(/C=N/n1c(-c2cccnc2)n[nH]c1=S)=C\c1ccccc1	-6%	0%	-5%	1%	-9%	-2%	-0.6	20%	-18%
Cc1ccc(S(=O)(=O)N2CCN(C)CC2c2ccccc2)cc1 (centres undefined)	.	-15%	-12%	.	2%	49%[activator]	-1.0	-12%	.
CN(/N=C/c1ccc(Cl)cc1Cl)c1ncc(Cl)cc1C(F)(F)F	-4%	-37%	-5%	1%	-8%	-2%	0.1	6%	-2%
CCN(CC(=O)Nc1c(F)cccc1F)C(=O)c1nc2nc(C)cc(C)n2n1	.	-11%	-22%	.	3%	3%	1.2	12%	.
C=CCC[C@@H](Cc1ccc(F)cc1)C(=O)OC[C@H](Cc1c[nH]c2ccccc12)NC(=O)[C@H](CC=C)CC(=O)NCCO	.	-15%	7%	.	0%	-29%	.	-1%	.
CC(=O)c1cn(CC(=O)Nc2ccccc2)c2ccccc12	-9%	14%&-5%	-13%	2%	-8%	-1%	0.5	7%	3%
COc1ccc(NC(=O)Cn2nnc(-c3ccccc3F)n2)cc1Cl	-3%	-4%	-24%	-1%	-5%	1%	0.2	-12%	-1%
Cc1cc(-c2ccco2)n2c(nc3ccccc32)c1C#N	-15%	2%	-2%	11%	-6%	16%	18	26%	-12%
CCOc1ccc(-c2cc(C)n3nc(C(=O)Nc4cc(Cl)ccc4O)cc3n2)cc1	-14%	-29%	-69%	7.1µM*	-2%	.	0.0	79µM*	-2%
N#CCSc1nc(Nc2ccc3c(c2)OCO3)c2ccccc2n1	-19%	0%	-11%	0%	-3%	-11%	-0.4	3%	109%[activator]
CC(=O)Nc1ccc(C(=O)OCC(=O)N(C)C2CCCCC2)cc1	2%	0%	0%	4%	-5%	4%	1.4	56%[activator]	-20%
